Source: PubChem BioAssay
Dynein transport – inhibitors of GR-EGFP nuclear translocation, primary screen, dynein cargo transport inhibitor project, imaging, high-content, 3617.4 mouse cells; test concentration mostly 20 µM; stimulated with dexamethasone, 1 µM; active compounds read low; z-score, hits read low; 220,000 compounds, 0.47% hits; AID 1381, 2008;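 active means plate z-score of nuclear minus cytoplasmic receptor signal below a set negative limit, without overly bright fluorescence or cell loss, cut at about -3.5 in these data, passing the limit was not always enough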;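 further: z-score of nuclear minus cytoplasmic ring GR-EGFP intensity difference per well; some compounds called inactive have numbers as strong as hits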
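Buffer or medium – tet-free medium with charcoal-stripped serum · Signal – automated 10x imaging of fixed Hoechst-stained cells · Also added – dexamethasone agonist, 1.0 µM final, for 30 min · Incubation – induction 48 h, compound 1 h, agonist 30 min · Read-out – GR-EGFP nuclear translocation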
bCat nuc transl – modulators of beta-catenin nuclear translocation, primary screen, imaging, HeLa cells, immunofluorescence, high-content; nuclear translocation activity, % at 5 µM; 190,000 compounds, 0.3% hits; AID 1665, 2009;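 active means nuclear translocation activity above 50% at 5 µM, with a well cell count of 50 or more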;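 further: per-cell ratio of nuclear to cytoplasmic median beta-catenin stain intensity; plate controls were DMSO negative control for no effect and GSK-3 inhibitor IX positive control for full effect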
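test system = HeLa cells, endogenous beta-catenin | dosing = single 5 µM dose plus 0.02–20 µM confirmation series | times = compound treatment 24 h, 37°C, 5% CO2 | technique = beta-catenin immunofluorescence imaging with DAPI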
MT stabilize HCS – microtubule stabilizers in HeLa cells, primary screen, imaging, high-content imaging; % tubulin-high responders, % at 10 µM; 200,000 compounds, 0.83% hits; HeLa tubulin immunostaining HCS, 24 h; share of cells brighter than vehicle mean+2SD;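 active means plate Z-score above 3 for both tubulin-high and condensed-nucleus cell shares, with cell loss under 80%, at 10 µM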;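 further: anti alpha tubulin signal scored within the nucleus-defined area of each cell; some results filed as inactive read as strong as hits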
CSM14.1 death rescue – rescue of cells from ER stress-induced death, primary screen, 384-well, CSM14.1, thapsigargin, ATP luminescence (AID 1222) | CSM14.1 thapsigargin-induced death rescue, ATP luminescence; higher % means a stronger effect | one-dose cellular ATP content (survival), % at 20 µM; EC50 in µM for titrated hits | 190,000 tested, under 10 active;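 active means EC50 below 50 µM in the dose-response confirmation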;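 further: death triggered by thapsigargin at about 15 µM added after 2 h compound pretreatment; cell ATP read after overnight thapsigargin exposure of roughly 18 to 22 hours; normalized against plate controls of thapsigargin alone and 5% DMSO vehicle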
T cell HTS – modulators of CD8 T cell-vesicle binding, primary screen, mouse 2C CD8+ T cells, flow cytometry | 2C CD8+ T cell-vesicle binding; active compounds read low | AID 2052, 2009 | 330,000 compounds, 0.068% hits | calls only at 7 µM;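 active means response, share of CD8 T cells binding vesicles, and their 90th percentile fluorescence all below set limits, cut at about 80% in these data, passing the limit was not always enough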
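Incubation: binding step 1.5 h, 37 °C, antibody labelling 20 min, ice; system: murine 2C transgenic CD8+ T lymphocytes; technique: cytometric PE anti-B7-1 and Alexa647 anti-CD8 signals after 1% paraformaldehyde fixation; also added: QL9-charged Drosophila Ld/ICAM-1/B7-1 vesicles; control set: naked versus QL9-loaded vesicles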
Ins promoter up – insulin promoter activators in MIN6 cells, imaging, high-content screening, mouse beta cells. z-score at 5 µM. MIN6 insulin promoter-GFP reporter; active compounds read high. 190,000 compounds, 0.3% hits;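 active means z-score above 3 at 5 µM with at least 500 cells counted in the well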
PhoP inhibition – inhibitors of PhoP regulon expression, primary screen, Salmonella Typhimurium, GFP reporter (AID 1863) | S. Typhimurium PhoP-regulated promoter GFP reporter, 4 h; higher % means a stronger effect | 300,000 compounds, 0.16% hits | one-dose inhibition, % at 50 µM; IC50 in µM for titrated hits;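 active means inhibition over 29.93%, a cutoff 3 SD above the screen mean, later confirmed by dose response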;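 further: 0% = low Mg2+ inducing control and 100% = high Mg2+ repressing control; strong numbers were not always called active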
Autophagy mod – autophagy modulators in MEF cells, primary screen, imaging, high-content, MEF GFP-LC3; AID 463193, 2010; MEF GFP-LC3 puncta imaging; test concentration mostly 10 µM; calls only at 10 µM (by protocol); 190,000 compounds, 0.98% hits;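 active means percentage of spot-positive cells more than 3 SD above its plate mean, without a fluorescence outlier flag or 80% toxicity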;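 further: spot-positive cell cutoff set from DMSO-treated cells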
Lipid droplet – inhibitors of hepatocyte lipid droplet formation, primary screen, imaging, high-throughput imaging, BODIPY stain; AML12 mouse hepatocytes, oleate lipid droplets; AID 1656, 2009; inhibition, % at 6.5 µM; 240,000 compounds, 0.4% hits;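 active means lipid droplet intensity inhibited by at least 50%, with more than 500 cells counted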
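Assay system: AML12 mouse liver cells | Compound dosing: One dose, 6.5 µM compound | Read-out basis: Droplet intensity reduction, % inhibition | Measured by: Fluorescence imaging, 20x objective, two fields per well | Schedule: Overnight treatment with compound plus oleate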
Dynein transport cytoplasmic EGFP – second read-out of Dynein transport, no call of its own (marks repeat the call); z-score; measured here: cytoplasmic GR-EGFP intensity; active compounds read high
Dynein transport nuclear GR-EGFP – recorded beside Dynein transport, whose call it bears; z-score; measured here: nuclear GR-EGFP intensity;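 lower value marks the stronger effect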
Dynein transport cell count – further read-out of Dynein transport, marked with its call; z-score; measured here: cell count per field
Ins promoter up cell count – second read-out of Ins promoter up, no call of its own (marks repeat the call); cell count; measured here: cytotoxicity, nuclei count;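 total cells summed across four imaged fields per well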
Lipid droplet cells 6.5 µM – second read-out of Lipid droplet, no call of its own (marks repeat the call); cell count; measured here: cell count, cytotoxicity flag;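 cells counted across two imaged fields per well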
bCat nuc transl cell count 5 µM – further read-out of bCat nuc transl, marked with its call; cell count; measured here: cell count, cytotoxicity flag
T cell HTS vesicle-bound % – further read-out of T cell HTS, marked with its call; double positive events, %; measured here: CD8+ vesicle-bound cell fraction;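 binding gate set so that unloaded-vesicle control wells show 10% double positive cells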
MT stabilize HCS Hoechst-high % – also measured in MT stabilize HCS; calls as there; % Hoechst-high responders; measured here: nuclear condensation Hoechst responders;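 share of cells brighter than vehicle mean plus two SD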
MT stabilize HCS cytotoxicity % – recorded beside MT stabilize HCS, whose call it bears; toxicity, %; measured here: cytotoxicity by cell density;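 0% = mean cell density of plate MIN control wells and 100% = no cells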
Autophagy mod cell loss 18 h – further read-out of Autophagy mod, marked with its call; toxicity, %; measured here: cell loss, nuclei count;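 cell loss after 18 h compound exposure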
An asterisk follows results filed as active; i = inactive; / = not tested or not shown.

Results follow in this order: Dynein transport	Dynein transport cytoplasmic EGFP	Dynein transport nuclear GR-EGFP	Dynein transport cell count	bCat nuc transl	bCat nuc transl cell count 5 µM	MT stabilize HCS	MT stabilize HCS Hoechst-high %	MT stabilize HCS cytotoxicity %	CSM14.1 death rescue	T cell HTS	T cell HTS vesicle-bound %	Ins promoter up	Ins promoter up cell count	PhoP inhibition	Autophagy mod	Autophagy mod cell loss 18 h	Lipid droplet	Lipid droplet cells 6.5 µM
O=C(Cc1coc(-c2ccc(F)cc2)n1)NCc1ccccc1
→ -0.59	-0.17	0.14	-0.29	-0.8	1018	2.7	2.2	7.4	0.5%	i	26	-0.28	1315	-4%	i	-8	7	743
Cc1ccc(N2C(=O)c3ccccc3C2Nc2ccccc2)nc1 (stereo unspecified)
→ -1.2	-0.21	-0.73	0.34	/	/	3.0	2.9	3.3	0.8%	i	18	-0.9	980	11%	i	0	/	/
COC(=O)CP(=O)(c1ccccc1)c1ccccc1
→ -0.21	-0.11	-0.1	0.49	/	/	1.4	1.3	7.2	-0.8%	i	58	/	/	-3%	i	-7	21	837
CCOCCn1c(CN2CCN(c3ccc(OC)cc3)CC2)nc2c1c(=O)n(C)c(=O)n2C
→ -0.73	-0.26	-0.64	-0.17	/	/	3.2	1.4	3.8	/	i	18	/	/	/	i	-1	/	/
CCOC(=O)C1CCCN(c2c(NCCCN(CC)c3cccc(C)c3)c(=O)c2=O)C1 (stereo unspecified)
→ 1	-0.17	0.67	-0.71	-1.4	953	2.3	1.7	4.4	0.0%	i	62	-0.21	1225	-7%	i	6	/	/
CCn1c(SCC(=O)Nc2cccc(NC(=O)c3cccs3)c2)nnc1-c1ccncc1
→ 0.23	-0.33	0.28	0.8	0.4	1407	6.8	1.6	4.4	-0.3%	i	55	-0.45	1634	2%	i	1	/	/
COc1ccc(C(=O)C2CCCN(Cc3cccn3-c3ccc(Cl)cn3)C2)c(OC)c1 (stereo unspecified)
→ -1	-0.063	-0.55	0.069	0.2	1541	3.8	3.1	7.1	-2.2%	i	63	/	/	8%	i	4	-1	520
CCSc1ccccc1C(=O)N1CCN(c2ccccc2F)CC1
→ 0.04	-0.22	0.42	-0.96	-0.4	1072	1.5	1.9	4.4	/	i	13	-0.08	1326	3%	i	-13	-55	711
O=C(NC12CC3CC(CC(C3)C1)C2)N1CCC(O)CC1
→ -0.33	-0.24	-0.62	1.1	-0.2	973	1.9	1.9	4.8	0.0%	i	55	1	1215	7%	i	-5	0	777
COc1ccc(Cc2nnc(SCc3ccc([N+](=O)[O-])cc3)o2)cc1
→ 1	-0.23	0.73	-0.55	-0.8	1046	3.9	1.9	6.6	0.2%	i	58	0.23	1602	4%	i	28	3	685
O=C(Oc1ccc(/C=N/n2cnnc2)cc1)c1cccc([N+](=O)[O-])c1
→ -0.059	-0.033	-0.043	0.11	-0.3	969	3.3	1.8	4.0	-0.6%	i	51	-1	1544	0%	i	14	9	677
CCOC(=O)/C(=N\Nc1ccccc1[N+](=O)[O-])c1csc(Nc2ccccc2)n1
→ -0.31	-0.37	-0.59	-0.24	-0.3	1110	4.2	1.8	3.3	1.4%	i	39	-0.89	1157	1%	i	12	42	713
CCn1c(-c2ccccc2SC)n[nH]c1=S
→ -1.2	-0.34	-0.23	0.49	-0.6	1034	2.5	2.0	4.5	0.6%	i	57	0	1379	-5%	i	2	-1	720
C=C(C(=O)O)C(CCCCCC)C(=O)O (stereo unspecified)
→ 0.34	-0.25	0.36	-0.1	-1.6	1068	2.1	1.5	12	0.2%	i	28	1.3	1357	3%	i	-12	11	744
Cc1c(NC(=O)CN2C(=O)NC(C)(c3ccccc3Cl)C2=O)c(=O)n(-c2ccccc2)n1C (stereo unspecified)
→ 0.84	0.12	0.2	-1.6	-2.6	1146	2.8	1.5	7.4	-0.1%	i	7	0.55	1441	4%	i	-4	6	619

Results follow in this order: Dynein transport	Dynein transport cytoplasmic EGFP	Dynein transport nuclear GR-EGFP	Dynein transport cell count	bCat nuc transl	bCat nuc transl cell count 5 µM	MT stabilize HCS	MT stabilize HCS Hoechst-high %	MT stabilize HCS cytotoxicity %	CSM14.1 death rescue	T cell HTS	T cell HTS vesicle-bound %	Ins promoter up	Ins promoter up cell count	PhoP inhibition	Autophagy mod	Autophagy mod cell loss 18 h	Lipid droplet	Lipid droplet cells 6.5 µM
COc1ccc(C2=Nc3cccc4cccc(c34)N2)cc1
→ -1.3	0.023	-0.58	-0.46	-1.5	1443	1.9	1.3	4.5	-2.0%	i	31	0.25	1098	31%	i	-1	/	/
CC(C)(C)NC(=O)CN(C(=O)c1csnn1)c1cccc2c1CCCC2
→ 3.3	-0.13	1.9	-1.4	-1.2	1060	4.9	2.0	13	-0.5%	i	16	1.1	1425	-9%	i	17	-12	759
NS(=O)(=O)c1ccc(NC(=O)COC(=O)Cc2ccc(Cl)cc2)cc1
→ -0.3	-0.26	-0.12	0.38	-0.8	1280	/	/	/	/	i	44	-0.12	1157	-4%	/	/	0	749
O=C1c2ccccc2S(=O)(=O)N1CC1CC(c2ccccc2)=NO1 (stereo unspecified)
→ 2.8	0.24	1.4	-1.8	0.3	1030	4.1	0.9	6.6	0.0%	i	25	1.3	1299	1%	i	-45	/	/
COc1ccc(C2=NOC(C(=O)Nc3ccc(C)cc3)C2)cc1OC (stereo unspecified)
→ -0.6	-0.21	-0.062	0.31	/	/	2.6	1.3	9.8	0.0%	i	18	-0.67	1021	14%	i	-2	12	823
CCOc1ccc(NC(=O)CN2CCC(n3cnc4cc(F)ccc43)CC2)cc1
→ -0.52	-0.28	-0.12	0.65	-2.7	1136	2.3	2.5	11	-6.8%	i	40	-0.2	1340	-2%	i	5	9	722
Cc1ccc(C2(c3noc(CN(C)CC4COCCO4)n3)CCCC2)cc1 (stereo unspecified)
→ -0.75	-0.31	-0.27	0.65	-1.0	1175	3.0	2.3	1.3	-0.5%	i	48	-0.64	1373	-4%	i	11	-7	677
CCCCOc1ccc(C(=O)N2CCCC2)cc1
→ -0.61	1.1	0.032	-0.26	2.5	978	1.7	1.1	6.4	0.3%	i	25	1.5	762	-7%	i	-18	-1	811
CCOc1ccc(NS(=O)(=O)c2ccc3ncsc3c2)cc1
→ 0.25	-0.32	0.36	-0.45	0.1	1132	2.9	2.1	6.5	-1.6%	i	57	0.63	1487	6%	i	22	-13	720
COc1ccccc1NC(=O)CSc1nnc(COc2ccccc2OC)n1C
→ -0.69	-0.3	-0.23	0.11	-0.5	1453	2.6	2.0	11	1.5%	i	9	0.22	1362	-5%	i	12	-8	653
FC(F)(F)COc1nc(N2CCCCC2)nc(N2CCNCC2)n1
→ -1.5	-0.24	-0.68	-0.014	/	/	1.7	1.8	3.7	/	i	26	-0.27	1187	20%	i	-2	4	653
Cc1ccc(N2C(=O)C(CC(=O)Nc3cccc(F)c3)N(C3CC3)C2=O)cc1 (stereo unspecified)
→ -0.36	-0.36	0.065	0.21	2.0	1046	3.4	2.8	8.0	0.8%	i	13	-0.56	1196	-2%	i	9	3	681

Three entries out of the list, arranged by length of the SMILES, high to low:
Results follow in this order: Dynein transport	Dynein transport cytoplasmic EGFP	Dynein transport nuclear GR-EGFP	Dynein transport cell count	bCat nuc transl	bCat nuc transl cell count 5 µM	MT stabilize HCS	MT stabilize HCS Hoechst-high %	MT stabilize HCS cytotoxicity %	CSM14.1 death rescue	T cell HTS	T cell HTS vesicle-bound %	Ins promoter up	Ins promoter up cell count	PhoP inhibition	Autophagy mod	Autophagy mod cell loss 18 h	Lipid droplet	Lipid droplet cells 6.5 µM
NS(=O)(=O)c1ccc(NC(=O)COC(=O)Cc2ccc(Cl)cc2)cc1
→ -0.3	-0.26	-0.12	0.38	-0.8	1280	/	/	/	/	i	44	-0.12	1157	-4%	/	/	0	749
COc1ccccc1NC(=O)CSc1nnc(COc2ccccc2OC)n1C
→ -0.69	-0.3	-0.23	0.11	-0.5	1453	2.6	2.0	11	1.5%	i	9	0.22	1362	-5%	i	12	-8	653
CCOc1ccc(NS(=O)(=O)c2ccc3ncsc3c2)cc1
→ 0.25	-0.32	0.36	-0.45	0.1	1132	2.9	2.1	6.5	-1.6%	i	57	0.63	1487	6%	i	22	-13	720
